aGal spleen mod: alpha-galactosidase A (human) modulation. Potency, µM (highest dose often 80 µM), without a hit: top-dose activity change, negative = inhibition, actives largely listed as inhibitors. P06280. actives 0.008% (n = 240,000). human spleen homogenate, 4MU-alpha-Gal fluorescence, 40 min;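 also: potency is read from the fitted curve at half-maximal effect; 0% = enzyme with vehicle and -100% = no enzyme basal signal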
Target sequence (P06280 32-429 limits assumed): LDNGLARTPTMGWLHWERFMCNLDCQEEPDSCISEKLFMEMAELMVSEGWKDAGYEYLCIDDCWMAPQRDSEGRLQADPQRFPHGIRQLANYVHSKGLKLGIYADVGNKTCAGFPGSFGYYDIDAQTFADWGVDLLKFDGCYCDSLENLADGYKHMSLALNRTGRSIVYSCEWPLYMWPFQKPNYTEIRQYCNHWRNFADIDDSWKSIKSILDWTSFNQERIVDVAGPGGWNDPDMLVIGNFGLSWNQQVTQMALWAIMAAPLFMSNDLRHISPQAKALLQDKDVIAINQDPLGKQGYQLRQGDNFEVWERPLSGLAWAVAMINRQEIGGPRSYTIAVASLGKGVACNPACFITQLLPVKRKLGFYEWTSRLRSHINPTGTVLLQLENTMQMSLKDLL
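Human spleen homogenate (1 ug) was the enzyme source, with 4-methylumbelliferyl-alpha-D-galactopyranoside (1 mM final) in pH 5.0 citrate buffer with 0.01% Tween-20. Compounds were titrated; after 40 min at 37C, NaOH/glycine stop, 4-MU fluorescence read; AC50 from Hill fits.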
Epigenetic derep: derepresses silenced GFP reporter in murine cells; actives 0.2% (n = 280,000); AID 1865; Potency, µM (series often up to 53.9 µM), for the others: top-dose GFP activation, hits mostly activators; murine LDR cells, GFP reporter derepression, 30 h; also: potency is read from the fitted curve at half-maximal effect; % of control where 0% means no effect; nearly all actives have a fitted effect of over 60% in size
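Murine LDR cells bearing a silenced CMV-driven GFP reporter were exposed to compound for 30 h at 37 C. After PBS washes, GFP-positive cells (20-120 um objects) counted by laser-scanning microplate cytometry.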
CBFb RUNX1 block: blocks binding between human CBF-beta and RUNX1; AlphaScreen CBFb-His/RUNX1-biotin binding, biochemical; Potency, µM (titrated, usually from 59.8 µM), for the others: top-dose activity, negative = inhibition, hits mostly inhibitors; AID 1477; 230,000 tested, under 10 active; also: % of control where 0% means no effect
Target sequence (Q01196 whole entry, looked up): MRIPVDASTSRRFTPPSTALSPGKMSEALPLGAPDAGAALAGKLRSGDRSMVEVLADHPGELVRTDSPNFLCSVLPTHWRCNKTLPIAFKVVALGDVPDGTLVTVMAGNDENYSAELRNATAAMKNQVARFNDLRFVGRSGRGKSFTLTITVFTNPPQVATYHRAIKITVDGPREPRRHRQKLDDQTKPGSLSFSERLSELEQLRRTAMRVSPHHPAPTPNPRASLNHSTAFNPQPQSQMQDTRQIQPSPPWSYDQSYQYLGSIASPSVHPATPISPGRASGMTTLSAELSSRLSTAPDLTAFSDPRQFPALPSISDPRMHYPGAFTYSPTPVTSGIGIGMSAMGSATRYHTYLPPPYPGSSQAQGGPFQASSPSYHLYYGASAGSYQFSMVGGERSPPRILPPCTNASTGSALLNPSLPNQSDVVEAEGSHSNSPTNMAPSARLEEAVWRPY
Target sequence (Q13951 whole entry, looked up): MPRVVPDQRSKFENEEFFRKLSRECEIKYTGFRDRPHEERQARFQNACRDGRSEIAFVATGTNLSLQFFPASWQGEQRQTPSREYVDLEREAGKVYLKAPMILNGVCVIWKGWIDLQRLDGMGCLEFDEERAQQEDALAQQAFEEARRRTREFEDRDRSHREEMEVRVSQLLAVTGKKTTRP
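Interaction loss through any mechanism counts as activity. Pre-formed complex of His-CBF-beta and biotin-RUNX1 (30 nM apiece) is incubated with compound 15 min, then with 50 ng nickel and 50 ng streptavidin beads for 90 min before AlphaScreen detection.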
Luc counter: Kinase-Glo luciferase inhibition (counter-screen); actives 0.28% (n = 200,000); AID 1379; Kinase-Glo luciferase, ATP luminescence, 8 min; Potency, µM (titrated, usually from 38.3 µM), without a hit: at the highest dose activity change, negative = inhibition, hits mostly inhibitors; Q27757; also: potency is read from the fitted curve at half-maximal effect; % is scaled to controls: 0 for no effect and ±100 for the full control effect; nearly all actives have a fitted effect of over 60% in size
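Inhibition of Kinase-Glo luciferase light generation was assessed at 10 uM ATP in pH 7.2 imidazole buffer, with luminescence measured after eight minutes at ambient temperature.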
NPSR antag: neuropeptide S receptor (human) antagonism, cAMP. Q6W5P4. CHO-NPSR cells, cAMP TR-FRET, antagonist mode. Potency, µM (titrated, usually from 38.3 µM), for inactives: top-dose activity change, negative = inhibition, actives largely listed as inhibitors. actives 1% (n = 220,000); also: potency is read from the fitted curve at half-maximal effect; % is scaled to controls: 0 for no effect and ±100 for the full control effect; nearly all actives have a fitted effect of over 50% in size; many of its hits are not listed in these tables
Lamin A splicing: changes lamin A minigene splicing in HeLa cells | HeLa LMNA splicing GFP/RFP minigene ratio, 48 h | actives 0.01% (n = 200,000) | Potency, µM (series often up to 46.1 µM), for the others: at the top dose ratio change, negative = inhibition, usual class: inhibitors; active = well fitted inhibition curve with a large enough effect in the signal ratio, with a control signal flat, not every such curve was filed as active; inconclusive = small, poorly fitted or top-dose-only effect, or effect the other way, or a change in a side signal; the % refers to the signal ratio; also: potency is read from the fitted curve at half-maximal effect; % is scaled to controls: 0 for no effect and ±100 for the full control effect
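S3 HeLa stable clones carrying a lamin A-EGFP splicing minigene plus DsRed2 were seeded at 600 cells/well in Opti-MEM with 2% FBS, pin-dosed and incubated 48 h at 37°C. Acumen cytometry (488 nm) gave the GFP/RFP total-intensity ratio.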
IMPase Li cell: cell-permeable IMPase inhibitors with lithium potentiation; CHO-M1 cells, IP1 TR-FRET (IP-One), carbachol + lithium; Potency, µM (top dose mostly 59.4 µM), for the others: at the highest dose activity, negative = IMPase inhibition, usual class: inhibitors; actives 0.35% (n = 210,000);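 also: IP1 builds up when IMPase is blocked and the TR-FRET signal falls; potency is read from the fitted curve at half-maximal effect; plate controls were basal vehicle for no effect and high inhibitor control for full effect; nearly all actives have a fitted effect of over 50% in size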
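Steps: plate 2000 CHO-M1 cells per well and culture 16–30 h; add compound and lithium; incubate 30 min, 37C; add d2-IP1 tracer and Eu cryptate anti-IP1 antibody in lysis buffer; read after 10 min at room temperature.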
Active calls of the source: *; ? = inconclusive; . = not tested or not shown; & = joins results of further samples; [ ] = another dose, or the depositor's remark. Unless noted, calls follow the shape of the dose curve; as a rule, active = well fitted curve in the direction sought with a large enough effect; inconclusive = small, poorly fitted or top-dose-only effect, or another doubt; inactive = no such curve, though single readings can be large; an effect the other way counts as inactive or inconclusive.

SMILES | aGal spleen mod | Epigenetic derep | CBFb RUNX1 block | Luc counter | NPSR antag | Lamin A splicing | IMPase Li cell
CC1(C)CC(=O)C(C=NCC2CCN(C(=S)Nc3cccc(Cl)c3)CC2)=C(O)C1 | -13% | 1.1% | 2% | 0% | -23% | 30%[46 µM] | 4%
COCCOC(=O)C1=C(C)Nc2ncnn2C1c1ccco1 (stereo not given) | -3% | 0.0% | 19% | . | 5% | . | .
COc1cc(NS(=O)(=O)c2ccc(NC(C)=O)cc2)ncn1 | 5% | -4.1% | 2% | 0% | 15%[46.1 µM] | 12% | 15%[38.3 µM]
Cc1ccc(Nc2nc(N)nc(CN3CCN(C)CC3)n2)cc1C | -2% | -2.8% | -2% | -2% | -2%[46.1 µM] | -7% | -5%[38.3 µM]
Cc1ccc(OCCOc2cccc3ccc(C)nc23)c([N+](=O)[O-])c1 | 0% | 1.2% | -10% | 0% | -21% | . | 4%
Cc1cc(N2CCN(c3ccccc3)CC2)nc(NCc2ccccc2)n1 | 1% | 1.0% | -10% | 0% | -8%[46.1 µM] | 3% | -5%[38.3 µM]
CCOC(=O)c1nn(-c2ccc(F)cc2)c2nc(Nc3ccccc3)cc(=O)n12 | -4% | -0.9% | 6% | 12% | -13% | -9% | -4%
CC(=O)c1cccc(S(=O)(=O)N2CCN(c3nc4cc(C)cc(C)c4cc3C#N)CC2)c1 | -5% | -7.2% | 9% | . | 0%[46.1 µM] | ? | .
Oc1c(C=Nc2ccc(Cl)cn2)sc2ccccc12 | 4% | -1.5% | 3% | . | -26% | . | .
CC1=NN(c2ccccc2)C(=O)/C1=C/c1ccc[nH]1 | -9% | -1.8% | . | 2% | -6% | 0% | 5%
O=C(O)C1OC2OC3(CCCCC3)OC2C2OC3(CCCCC3)OC12 (stereo not given) | -1% | -1.1% | -1% | 4% | 5% | -12% | 0%
Cc1c(CN2CCCCC2)c(O)n(CCO)c(=O)c1C#N | 12% | -7.9% | 8% | 1% | 6% | . | 10%
CC(C)(C)C(=O)Nc1c(Br)c(C2CC2)nn1-c1ccccc1 | -19% | -1.1% | 5% | . | -2% | . | .
COc1ccc(OC)c(C(=O)CSc2nc3c(c(=O)n(C)c(=O)n3C)n2C(C)C)c1 | -2% | -1.2% | 3% | 0% | -1%[46.1 µM] | 1% | ?
COc1ccc2cc(C(=O)Nc3ccc(Cl)cc3)sc(=O)c2c1OC | 0% | ? | 3% | 0% | -31% | -1% | -4%
CCCn1nnnc1SCC(=O)N(C(C)C)C(C)C | -1% | -1.0% | 0% | -2% | 3%[46.1 µM] | 0% | 19%[38.3 µM]
COc1ccc(N=C(c2ccccc2)c2c(C)[nH]n(-c3ccccc3)c2=O)c(OC)c1 | 5% | -0.9% | -26% | . | -60% | . | .
CN(C)CCN1C(=O)C(O)=C(C(=O)c2ccco2)C1c1ccccc1F (stereo not given) | -2% | 0.0% | 13% | -1% | 11%[46.1 µM] | 14% | -21%[38.3 µM]
Cc1cccc2cc(CN(Cc3ccccc3)C(=S)NCCCN(C)C)c(=O)[nH]c12 | -3% | -0.1% | -9% | -2% | -1% | -7%[46 µM] | 12%
O=C1c2ccccc2C(=O)N1c1ccc(Cc2ccncc2)cc1 | -5% | -1.0% | 4% | . | -18% | . | .
c1cncc(-c2nc(N3CCCCCC3)c3ccccc3n2)c1 | 3% | -4.4% | -3% | -4% | ? | ? | -4%[38.3 µM]
CC(C)=CCC/C(C)=C/COc1c2occc2cc2ccc(=O)oc12 | 0% | 1.4% | ? | 2% | . | . | 30%
CNC(=O)c1ccc(-n2cccn2)nc1 | 6% | 1.3% | ? | 0% | 8% | 12%[46 µM] | -2%
COc1ccc(-c2[nH]ncc2CNCc2cc(C)n(C)n2)c(F)c1 | 19% | 1.1% | 4% | 6% | -19% | 1%[46 µM] | 6%
Cc1ccc(Nc2nc(N)nc(CN3CCN(c4ccccc4)CC3)n2)cc1Cl | -3% | -2.1% | -17% | 1% | -21%[46.1 µM] | -6% | 2%[38.3 µM]
Other records:
SMILES | aGal spleen mod | Epigenetic derep | CBFb RUNX1 block | Luc counter | NPSR antag | Lamin A splicing | IMPase Li cell
CN(C)C(=O)[C@H]1C[C@@H]1[C@H](NC(=O)OCc1ccccc1)c1ccccc1 | -1% | 1.5% | 7% | 1% | . | . | -1%
CCn1ccnc1CN(C)Cc1nc(-c2cccc(Cl)c2)no1 | -4% | -0.6% | -25% | 0% | 4% | . | 23%
CC(=O)Nc1ccc(SCC(=O)N(C)C2CCS(=O)(=O)C2)cc1 (stereo not given) | -3% | 1.1% | 8% | 3% | 14% | 3%[46 µM] | -1%
COc1ccc(/C=C/c2ccccc2)cc1[C@H]1[C@@H]2C=CCC[C@@]2(C)C(=O)N1Cc1ccccc1 | 8% | 0.0% | 7% | . | ? | . | .
CCc1ccc(NC(=O)CSc2nnc(COc3ccc4c(c3)CCCC4)o2)cc1 | 5% | 5.9% | 9% | 1% | -5%[46.1 µM] | 0% | 22%[38.3 µM]
Cc1ccc(Cl)cc1N1CCN(C(=O)c2ccc3nc[nH]c3c2)CC1 | -7% | 0.0% | 2% | -3% | 3% | ? | 1%
COc1cc2c(cc1NC(=O)COC(=O)[C@@H](NC(=O)c1ccccc1)C(C)C)oc1ccccc12 | 5% | 0.0% | -13% | 1% | -35%[46.1 µM] | -10% | 3%
O=C(NCc1ccc(F)cc1)C1CCC(=O)N1C1CCCCC1 (stereo not given) | 7% | -1.8% | 4% | 3% | 2%[46.1 µM] | 10%[0.0737 µM] | -7%[38.3 µM]
Cn1c(C(=O)N2CCCC(C(=O)c3ccc(C(F)(F)F)cc3)C2)cc(=O)n(C)c1=O (stereo not given) | -1% | -1.1% | 2% | 2% | 7% | 21%[46 µM] | 4%
COC(=O)c1ccc(NC(=O)C2CCCN(S(=O)(=O)c3cnc[nH]3)C2)cc1 (stereo not given) | 3% | -1.2% | 1% | -1% | -7%[46.1 µM] | 0% | -8%[38.3 µM]
CCOC(=O)C1(P(=O)(c2ccccc2)c2ccccc2)CCC1 | -2% | 0.1% | -3% | -3% | -10%[46.1 µM] | 2% | 22%[38.3 µM]
Nc1cc(=O)[nH]c(SCC(=O)N2CCN(S(=O)(=O)c3ccc4ccccc4c3)CC2)n1 | -1% | -1.2% | -23% | 6% | 9% | -9%[46 µM] | -4%
CN(C)S(=O)(=O)c1cccc(NC(=O)CNCC2CCCCC2)c1 | -6% | -0.2% | 14% | 4% | -2% | -8%[46 µM] | 2%
CC1=NN(c2ccccc2)C(=O)/C1=C/c1c(O)n(-c2ccc(F)cc2)[nH]c1=O | 11% | 0.0% | -15% | -1% | -37% | -13% | 1%
O=C(COC(=O)c1cccc(NS(=O)(=O)c2ccc(F)c(F)c2)c1)NC(=O)NC1CCCC1 | 3% | 0.0% | -1% | 5% | -17% | -3% | -3%
CC(Sc1nnc(C(C)N(C)C)n1-c1ccc(Cl)cc1)C(=O)Nc1ccc2c(c1)OCO2 (stereo not given) | 3% | -0.3% | -8% | -5% | -18%[46.1 µM] | -10% | -1%[38.3 µM]
ClC1(Cl)CC1Cn1cnc2ccccc21 (stereo not given) | 3% | 0.9% | -7% | 3% | 19% | . | -7%
COc1ccc(N2CCN(C(=O)CSc3ncccc3-c3nc4ccccc4[nH]3)CC2)cc1 | 1% | 0.9% | -5% | -4% | -24%[46.1 µM] | ? | 5%[38.3 µM]
O=c1c2cc(Br)ccc2[nH]c(=S)n1Cc1cccnc1 | 3% | -1.1% | 3% | -3% | -13%[46.1 µM] | 4% | -10%[38.3 µM]
COc1ccc(C2(O)CCN(CC(=O)Nc3nc(-c4ccccc4)cs3)CC2)cc1 | 7% | 5.8% | -2% | 3% | 6% | 11%[9.22 µM] | 12%
COC(=O)COc1nsnc1N1CCOCC1 | -4% | 0.0% | 3% | 1% | -15%[46.1 µM] | -9% | 0%[38.3 µM]
CCOc1ccccc1N(CC(=O)Nc1ccc2c(c1)OCCO2)S(C)(=O)=O | -4% | -1.1% | -2% | 0% | -3%[46.1 µM] | ? | 6%[38.3 µM]
COc1ccc(-c2cc(C#N)nc(Cl)n2)cc1 | 5% | 4.1% | 6% | . | 8% | . | .
N#Cc1cccc(C(c2nnnn2Cc2ccccc2)N2CCCC2)c1 (stereo not given) | 11% | -2.1% | 6% | -2% | -23%[46.1 µM] | 7% | -1%[38.3 µM]
CC(=O)NC(CCS(C)(=O)=O)C(=O)Nc1cccc(C)c1C (stereo not given) | -3% | -1.0% | 6% | 5% | 13% | -10% | 4%
Next part
SMILES | aGal spleen mod | Epigenetic derep | CBFb RUNX1 block | Luc counter | NPSR antag | Lamin A splicing | IMPase Li cell
Cn1cc(-c2nc3cnc(N4CCNCC4)nc3n(C)c2=O)c2ccccc21 | -22% | . | . | . | . | 2% | -2%
Cn1cc(C=C2C(=O)Nc3cccnc32)c2ccccc21 | 5%&-6% | -1.4% | ? | -1%[39.9 µM] | . | . | 14%
COc1cc(C(=O)N(Cc2ccc(F)cc2)C2CCS(=O)(=O)C2)cc(OC)c1OC (stereo not given) | 10% | -2.1% | -2% | -1% | 2%[46.1 µM] | 5% | -6%[38.3 µM]
CCOc1cc2c(cc1/C=C(/C#N)c1ccc(C(=O)O)cc1)OCO2 | -2% | 3.6% | -12% | -1% | -57% | . | 3%
Cc1nc2ccc(S(=O)(=O)NCC(=O)N3CCc4ccccc43)cc2s1 | 0% | 0.0% | 3% | -7% | -4%[46.1 µM] | 3% | -11%[38.3 µM]
CCOc1ccccc1NC(=O)N1CCCC1C(=O)Nc1ccc(-n2cnnn2)c(C)c1 (stereo not given) | -11% | 1.0% | 2% | -7% | -26%[46.1 µM] | 3% | 15%[38.3 µM]
Cn1c(NCc2c[nH]c3ccccc23)nc2ccccc21 | -5% | 0.0% | -4% | -5% | 11%[46.1 µM] | 2% | -7%[38.3 µM]

In the list so far, 3 have two or more sulfur atoms:
SMILES | aGal spleen mod | Epigenetic derep | CBFb RUNX1 block | Luc counter | NPSR antag | Lamin A splicing | IMPase Li cell
CC(=O)Nc1ccc(SCC(=O)N(C)C2CCS(=O)(=O)C2)cc1 (stereo not given) | -3% | 1.1% | 8% | 3% | 14% | 3%[46 µM] | -1%
Nc1cc(=O)[nH]c(SCC(=O)N2CCN(S(=O)(=O)c3ccc4ccccc4c3)CC2)n1 | -1% | -1.2% | -23% | 6% | 9% | -9%[46 µM] | -4%
Cc1nc2ccc(S(=O)(=O)NCC(=O)N3CCc4ccccc43)cc2s1 | 0% | 0.0% | 3% | -7% | -4%[46.1 µM] | 3% | -11%[38.3 µM]

Only part of the results is shown; rates above refer to the full screens.
